Screening results deposited in PubChem by NCI.
Growth percent in the NCI-60 one-dose screen (48 h, 10 µM unless noted): 100 = growth as untreated, 0 = no growth, -100 = all killed.
NCI-H522 – NCI-H522 lung cancer; 78,000 compounds, 8% hits; AID 1794739
HCT-116 – HCT-116 colon cancer | 82,000 compounds, 7.3% hits
NCI-H460 – NCI-H460 lung cancer | 82,000 compounds, 6.8% hits | AID 1794736
NCI-H23 – NCI-H23 lung cancer; 80,000 compounds, 4% hits
HCT-15 – HCT-15 colon cancer. 82,000 compounds, 5.2% hits. AID 1794746
COLO 205 – COLO 205 colon cancer | 79,000 compounds, 7.3% hits
NCI/ADR-RES – NCI/ADR-RES ovarian cells | 81,000 compounds, 4.4% hits
NCI-H322M – NCI-H322M lung cancer | 80,000 compounds, 2.7% hits
NCI-H226 – NCI-H226 lung cancer | 79,000 compounds, 3.5% hits | AID 1794732
* marks the source's active call; other numbers are inactive results; · = not tested or not shown; [ ] = another dose, or the depositor's remark. The calls were made as follows: active = growth percent below 10; inactive = the rest. An unsorted share of the library; 12% or so of the library scored in one or more.

Results follow in this order: NCI-H522	HCT-116	NCI-H460	NCI-H23	HCT-15	COLO 205	NCI/ADR-RES	NCI-H322M	NCI-H226
CC(=O)CC(c1cccs1)c1c(-c2ccccc2)n(C)c2ccccc12 (stereo unspecified)
  82	87	102	95	86	113	92	88	75
N#C/C(=C\c1ccc(-c2ccccc2Cl)o1)c1nc2ccccc2c(=O)[nH]1
  98	98	109	98	103	121	104	97	101
N#Cc1cccc(/C(N)=N/C(N)=N/c2nc3ccccc3s2)c1
  3.7*	24	22	28	32	17	14	48	72
NS(=O)(=O)c1ccccc1NCCC(=O)c1ccccc1
  93	101	106	104	106	109	111	110	100
CC(=O)Nc1ccc(C(=O)NC(=S)Nc2ccc(S(N)(=O)=O)cc2)cc1
  74	99	102	94	106	105	96	92	82
O=C1c2ccccc2C(=O)C1[N+](=O)[O-]
  86	100	106	99	103	103	98	104	94
COc1cc2nc(-c3ccc(C(F)(F)F)cc3)cc(OCCN3CCOCC3)c2cc1OC
  90	82	71	91	79	91	83	83	74
COc1ccc(NC(=O)C(=O)c2c[nH]c3ccccc23)cc1
  100	59	55	74	82	87	59	69	95
COc1ccc(NCC(=O)Cn2cc(COc3ccc(C=Nc4cnc5ccccc5c4)cc3)nn2)cc1
  101	103	113	101	106	103	110	103	100
CCCCCC1(/C=N/NC(N)=O)NC(=O)NC1=O (stereo unspecified)
  80	123	106	112	105	102	121	118	113
COc1ccc2[nH]cc(-c3csc(-c4ccc5ccccc5c4)n3)c2c1
  70	87	114	94	93	111	104	·	96
O=C(c1ccc(OCCN2CCCCC2)cc1)c1c(-c2ccc(OS(=O)(=O)c3cccc4cccnc34)cc2)sc2cc(OS(=O)(=O)c3cccc4cccnc34)ccc12
  87	101	107	100	94	82	103	96	96
CCOC(=O)c1c(Cl)c(Cl)c(Cl)c(Cl)c1C(=O)O
  71	107	111	108	117	106	110	104	98
O=C(Nc1cccc2cccnc12)c1ccc(N2C(=O)CCS2(=O)=O)cc1
  ·	102	107	98	96	109	108	101	·
O=C(c1ccc(Cl)cc1)C1[C@H](c2ccccc2Br)[C@@H](c2ccccc2)NC12C(=O)Nc1ccccc12 (stereo partly specified)
  -3.7*	16	0.7*	6.2*	12	-42*	-70*	42	22
NS(=O)(=O)c1ccc(C(=O)N/N=C/c2cccc(O)c2)cc1
  100	107	104	91	90	106	95	93	93
Cc1ccc(-c2c3c(nc4nc(C)[nH]c(=O)c24)C(C)CCC3)cc1 (stereo unspecified)
  78	98	110	99	89	138	92	128	104
O=C1c2c(O)cccc2C(Br)c2cccc(O)c21
  ·	110	105	119	101	116	112	108	101
Brc1ccc(-c2nc(Br)cn3ccnc23)cc1
  89	83	100	72	86	95	92	89	78
Cc1ccc(C(=O)Nc2ccc(S(=O)(=O)O)c3cc(S(=O)(=O)O)cc(S(=O)(=O)O)c23)cc1NC(=O)c1cccc(NC(=O)Nc2cccc(C(=O)Nc3cc(C(=O)Nc4ccc(S(=O)(=O)O)c5cc(S(=O)(=O)O)cc(S(=O)(=O)O)c45)ccc3C)c2)c1
  95	105	113	105	109	107	109	110	106
Cn1cc(-c2noc(-c3cn(C)c4ncc(F)cc34)n2)c2cc(Br)ccc21
  75	33	23	80	76	78	62	54	99
COc1ccc(OC)c(-c2cc(-c3ccc(Cl)cc3)c(C#N)c(N)n2)c1
  70	84	105	103	96	103	103	·	89
CC(C)(C)c1ccc(S(=O)(=O)c2ccc(C(C)(C)C)cc2)cc1
  72	96	110	99	98	107	104	99	92
COC(=O)c1cc(Cl)nc(SC)n1
  82	101	107	100	108	126	104	99	93
O=S1SC(c2ccccc2)=NN1c1cc(Cl)cc(Cl)c1 (stereo unspecified)
  69	80	82	93	72	114	92	93	90
Cc1ccc2c(c1)C(c1c[nH]c3ccccc13)(c1c[nH]c3ccccc13)CCO2
  38	46	77	69	70	66	80	84	71
O=C(O)CN1C(=O)/C(=C\c2ccc(-c3ccc(Cl)cc3)o2)SC1=S
  96	109	102	104	100	118	112	104	·
COc1ccccc1/C=C/C(=O)c1c(O)cc2occc2c1OC
  48	34	39	57	45	101	49	78	91
C=CC[Si](CC=C)(OCC)OCC
  110	104	103	108	98	115	105	112	112
Cc1cccc(C)c1NCC(=O)Nc1ccccn1
  92	102	105	97	112	98	101	96	86
O=[N+]([O-])c1ccc(N2CCN=N2)cc1
  79	82	99	100	80	93	100	88	96
CCCCCCCCCCCCCCCCCCOc1ccc(CC(=O)OCC[N+](CC)(CC)CC)cc1
  73	73	84	60	91	71	106	87	84
C=C(c1ccc(C(=O)O)cn1)c1cc2c(cc1C)C(C)(C)CCC2(C)C
  65	82	92	80	86	109	84	108	81
CO/N=C(\C(=O)NC1C(=O)N2C(C(=O)OCOC(=O)C(C)(C)C)=C(/C=C\c3scnc3C)CSC12)c1csc(N)n1 (stereo unspecified)
  87	112	121	102	109	112	105	105	101
Cc1ccc(Cc2c(O)n3c(nc4ccccc43)[nH]c2=O)cc1
  83	99	119	100	99	110	100	103	96
c1ccc2c(c1)ccc1[nH]c3c(c12)CCCC3
  90	45	33	97	38	76	77	101	77
Cc1ccc(/C=C/C2=NN(c3ccc(S(N)(=O)=O)cc3)C(c3ccc(C)o3)C2)o1 (stereo unspecified)
  83	85	103	96	100	104	98	93	99
COc1ccc(OC)c2c1[nH]c(=O)c1c3ccccc3cn21
  -50*	-71*	-61*	-26*	-46*	-91*	-6.1*	-71*	48
CCCN(CCC)C(=O)[C@H](CC)[C@@H]1CC[C@@H](C)[C@@H]([C@H](C)[C@@H](O)[C@@H](C)C(=O)[C@H](CC)C2O[C@]3(C=C[C@@H](O)[C@]4(CC[C@@](C)([C@H]5CC[C@](O)(CC)[C@H](C)O5)O4)O3)[C@H](C)C[C@@H]2C)O1 (stereo partly specified)
  -11*	6.4*	1.1*	-9.4*	-9.5*	-64*	-11*	·	-2.4*
CC12CCC(C3NC(=S)NN=C31)C2(C)C (stereo unspecified)
  ·	111	120	100	107	101	111	109	104

Random excerpt: five entries already listed, in no set order.
Results follow in this order: NCI-H522	HCT-116	NCI-H460	NCI-H23	HCT-15	COLO 205	NCI/ADR-RES	NCI-H322M	NCI-H226
c1ccc2c(c1)ccc1[nH]c3c(c12)CCCC3
  90	45	33	97	38	76	77	101	77
CO/N=C(\C(=O)NC1C(=O)N2C(C(=O)OCOC(=O)C(C)(C)C)=C(/C=C\c3scnc3C)CSC12)c1csc(N)n1 (stereo unspecified)
  87	112	121	102	109	112	105	105	101
CCCCCCCCCCCCCCCCCCOc1ccc(CC(=O)OCC[N+](CC)(CC)CC)cc1
  73	73	84	60	91	71	106	87	84
CC12CCC(C3NC(=S)NN=C31)C2(C)C (stereo unspecified)
  ·	111	120	100	107	101	111	109	104
Cc1ccc(/C=C/C2=NN(c3ccc(S(N)(=O)=O)cc3)C(c3ccc(C)o3)C2)o1 (stereo unspecified)
  83	85	103	96	100	104	98	93	99

Other entries:
Results follow in this order: NCI-H522	HCT-116	NCI-H460	NCI-H23	HCT-15	COLO 205	NCI/ADR-RES	NCI-H322M	NCI-H226
Cc1cc(C)c2nc(Nc3ccc4c(C)cc(=O)oc4c3)sc2c1
  60	101	108	103	94	112	96	95	105
FC(F)(F)c1cccc(-c2[nH]ncc2-c2nnnn2-c2ccccc2)c1
  23	21	22	74	36	36	12	58	76
O=C(Nc1cccc(F)c1)Nc1nccnc1OCc1ccc(F)cc1
  69	80	·	95	92	·	97	100	101
CCc1cccc2c3c(sc12)C(c1ccc(Cl)cc1)c1c(nc(-c2ccc(Cl)cc2)[nH]c1=O)O3 (stereo unspecified)
  75	69	98	77	76	102	93	81	75
CCCCCCCCN(CCCCCCCC)CC(O)c1cc(Cl)c(Cl)cc1C (stereo unspecified)
  78	75	99	73	87	90	86	104	95
Cc1cccc(Nc2nc3c(s2)C2=CC[C@H]4[C@@H]5C[C@@H]6O[C@]7(CC[C@@H](C)CO7)C(C)[C@@H]6[C@@]5(C)CC[C@@H]4[C@@]2(C)CC3)n1 (stereo partly specified)
  75	72	78	·	88	65	97	98	72
CCN(CC)C(=O)NCCCCCCNC(=O)N(CC)CC
  93[100 µM]	112[100 µM]	107[100 µM]	101[100 µM]	108[100 µM]	128[100 µM]	103[100 µM]	105[100 µM]	104[100 µM]
COc1ccc(/C=C/C(c2cc(OC)c(OC)c(OC)c2)n2ccnc2)cc1O (stereo unspecified)
  25	17	17	56	25	90	46	46	88
C/C(=N\Nc1ccc(S(N)(=O)=O)cc1)c1cnn(-c2cc(=O)[nH]c3ccc(C)cc23)c1C
  72	103	112	96	96	109	95	95	84
CCC(C)[C@@H]1NC(=O)[C@H](C(C)CC)NC(=O)[C@H](C(C)CC)NC(=O)[C@@H]2CCCN2C(=O)[C@H](C(C)O)NC(=O)[C@@H]2CCCN2C(=O)[C@@H]2CCCN2C(=O)[C@H](CC(C)C)NC1=O (stereo partly specified)
  109	103	112	102	109	127	104	·	99
COc1cc(NC(=O)CSc2nnc(-c3ccc(-c4nc5ccc(C)cc5[nH]4)cc3)o2)cc(OC)c1OC
  92	102	100	98	101	100	106	99	90
COc1ccc(C2C(N)=NNC2c2cccc(O)c2)cc1 (stereo unspecified)
  89	104	115	90	102	125	99	91	84
c1ccc(CN2CCOC2)cc1
  98	102	109	115	105	110	109	100	102
O=S(=O)(Nc1ccc(Cl)cc1NS(=O)(=O)c1ccccc1)c1ccccc1
  ·	104	100	85	100	103	104	95	98
CN1CCN(Cc2ccc(NC(=O)c3cncc(C#Cc4cnn5ccccc45)c3)cc2C(F)(F)F)CC1
  -15*	4.9*	-22*	-44*	0.1*	-34*	-6.4*	-2.8*	-12*
C/C(=N\NC(=S)Nc1cccc(C)c1)c1cc2ccccc2oc1=O
  91	104	105	101	90	120	102	104	84
C#CCNCCCN1C(=O)c2ccc3c4c(ccc(c24)C1=O)C(=O)N(CCCNCC#C)C3=O
  -78*	-25*	-79*	-45*	-82*	-87*	-32*	-94*	-49*
c1ccc2cc(Cn3c[n+](Cc4ccc5ccccc5c4)c4ccccc43)ccc2c1
  -29*	-91*	-34*	-0.7*	54	-81*	91	35	20
COc1ccc(C2C3=C(NC(C)(C)NC3Nc3cccnc3)OC2C(=O)c2ccc(N=[N+]=[N-])cc2)cc1 (stereo unspecified)
  96	104	106	106	103	105	106	103	118
COC(=O)CCC(=O)c1ccccc1
  106	108	106	·	102	115	·	119	115
COS(=O)(=O)CCC(=O)Nc1cc(C(=O)Nc2cc(C(=O)NCCC(=O)NCCCCCCCCCCN3C(=O)N(c4ccc(C#N)c(C(F)(F)F)c4)C(=O)C3(C)C)n(C)c2)n(C)c1
  89	101	103	95	101	108	98	92	88
O=C1NCCN1/N=C/c1c(Cl)nc2n1CCS2
  34	93	111	106	101	133	114	95	151
CCCCCN=C(N)C(N)=NCCCCC
  92	104	104	109	104	102	106	95	111
COc1ccc(/C=N/NC(=O)Cn2nc(Cc3ccc([N+](=O)[O-])cc3)c3onc(C)c3c2=O)cc1
  78	63	82	78	73	124	65	83	64
COc1ccc(C(=O)C[n+]2cccc(C)c2)cc1
  94	112	107	102	105	115	111	120	105
O=C(O)CCN1CCN(c2cccc(Cl)c2)CC1
  127	102	106	·	100	111	112	·	104
c1ccc(-c2nc(-c3c[nH]c4ccccc34)cs2)cc1
  87	97	108	90	93	108	93	87	96
COc1ccc(CN2c3ccccc3Sc3ccccc32)c(F)c1
  -12*	16	11	51	35	12	22	45	56
CS(=O)(=O)Nc1cccc(-c2nc3ccccc3n2Cc2ccc(Cl)cc2)c1
  70	78	95	89	87	100	87	89	88
CCOC(=O)c1sc(NN=C(c2ccccc2)c2ccccc2)nc1C
  63	75	103	100	74	99	96	97	92
CCOC(=O)Nc1cccc(Cl)c1
  94	106	106	97	107	·	94	111	94
Cn1c(=O)sc2cc3ccccc3nc21
  94	111	102	107	98	119	104	102	100
COc1cc(OC)c2c(c1)nc(-c1ccccc1)c1c(=O)n(C)c(=O)n(C)c12
  106	105	106	100	100	114	105	101	100
C=CCn1c(SCC(=O)Nc2cccc(C(=O)/C=C/c3ccc(C)cc3C)c2)nc2ccccc2c1=O
  79	59	93	88	74	114	84	93	83
Nc1ncnc2c1c(-c1ccccc1)nn2Cc1cccc(B(O)O)c1
  94	75	90	90	100	110	92	91	72
Cc1ccc2nc(/C(C#N)=C(/CCCO)NCCC(=O)O)[nH]c(=O)c2c1
  100	109	119	109	116	121	104	104	98
CSc1ncnc2nc[nH]c12
  68	104	99	106	104	107	101	111	93
CC(C)[C@H](N)C(=O)O
  110	101	105	111	105	105	105	106	103
COc1cc2c(N(c3ccccc3)c3ccccc3)ncnc2c(OC)c1OC
  103	110	100	96	95	122	99	·	104
Cc1cn(Cc2ccc3ccccc3c2)c(=S)n1Cc1ccc2ccccc2c1
  74	99	102	87	74	105	88	95	92
O=C1Nc2ccccc2/C1=C/C(=N/c1nnc(-c2ccccc2)s1)c1ccccc1
  -59*	-52*	88	46	20	2.5*	46	96	86
COc1ccc(-c2cc(-c3ccc(Cl)cc3)nc(SCCCCCCC(=O)NO)n2)cc1
  10	15	15	8.9*	16	36	2.3*	40	20
N#CCCCOc1ccccc1
  ·	109	105	106	94	114	113	132	115
